Screening data (PubChem)
CendR NRP1 mod: alters CendR peptide binding to human NRP-1; FAM-RPARPAR peptide binding to NRP-1, fluorescence polarization; inhibition, % at 25 µM; actives 0.85% (n = 360,000);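 active = inhibition or corrected inhibition above about 18%, plus a signal ratio from 0.5 to 1.5, limit read from the data, passing the limit was not always enough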; also: strong numbers were not always called active
MsrA act: bovine methionine sulfoxide reductase A activation; actives 0.3% (n = 360,000); activation, % at 10.6 µM; AID 602163; purified bovine MsrA, absorbance read-out; in the data active = activation above about 7.5%;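 also: 0% = vehicle and 100% = reference activator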
MT1-MMP act inh: blocks activation of human MT1-MMP | GFP/RFP ratio change, % at 20 µM | P50281 | actives 0.061% (n = 360,000) | HT1080 RFP-PRO-GFP cells, GFP/RFP ratio fluorescence, overnight; percent of plate control window, DMSO zero;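 active = GFP/RFP ratio change of at least 30% with cell ATP level not reduced by more than half and red fluorescence within 50% of control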; also: strong numbers were not always called active
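Assay system: RFP-PRO-GFP reporter HT1080 cells; read-out basis: GFP/RFP fluorescence ratio; benchmarks: DMSO wells and RFP-L50D-GFP cells; doses: 20 µM single dose, 1% DMSO; schedule: overnight cell settling, then overnight compound exposure, 37 °C, 5% CO2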
SKN-1 inh: blocks SKN-1 activity in C. elegans | C. elegans VP596 Pgst-4::GFP/RFP ratio, acrylamide-induced, 24 h | inhibition, % at 21.8 µM | actives 0.49% (n = 360,000);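 active = interference check ratio from 0.5 to 1.5 plus GFP to RFP signal ratio inhibition reaching or exceeding a fixed threshold, cut at about 30% in these data, passing the limit was not always enough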; also: some compounds called inactive have numbers as strong as hits
eLon inh: E. coli protease La inhibition; P0A9M0; inhibition, % at 7.94 µM; AID 602123; actives 0.42% (n = 360,000); purified E. coli Lon protease, fluorescence polarization; in the data active = inhibition above about 13%, passing the limit was not always enough;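 also: 0% = enzyme with probe and DMSO and 100% = no enzyme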
MsrA inhibitor: bovine MsrA inhibition; inhibition, % at 15.5 µM; actives 0.75% (n = 360,000); purified bovine MsrA, absorbance read-out; in the data active = inhibition above about 4.5%;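 also: 0% = vehicle wells with enzyme and 100% = reference inhibitor wells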
TbMetRS inhib: blocks T. brucei methionyl-tRNA synthetase activity; purified T. brucei MetRS, ATP depletion, Kinase-Glo luminescence; inhibition, % at 11.9 µM; actives 0.4% (n = 360,000); AID 624268;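 active = inhibition above a per-plate cutoff of the control wells' mean inhibition plus 3 SD, cut at about 5.5% in these data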;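 also: 0% = DMSO wells median and 100% = median of wells with control inhibitor compound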
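Test system: purified T. brucei MetRS enzyme. Also added: ATP, methionine and E. coli bulk tRNA substrates. Compound: 11.9 µM single point. Schedule: 15 min enzyme-compound preincubation, 2 h reaction, 10 min detection, 25 °C. Signal: luciferase luminescence of residual ATP, Kinase-Glo. Evaluation: percent inhibition versus plate control medians. Controls: DMSO wells, low control.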
FAS-TE inh: inhibitors of human fatty acid synthase thioesterase domain. P49327. recombinant FAS-TE, OMFH fluorogenic substrate, fluorescence endpoint. inhibition, % at 15 µM. actives 0.67% (n = 360,000). AID 602261;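 active = compounds whose normalised, plate-corrected inhibition of enzyme fluorescence in the single-dose primary screen is 50% or more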;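 also: 0% = DMSO with enzyme and 100% = substrate without enzyme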
Target sequence (P49327 whole entry, looked up, the tested form may be a part): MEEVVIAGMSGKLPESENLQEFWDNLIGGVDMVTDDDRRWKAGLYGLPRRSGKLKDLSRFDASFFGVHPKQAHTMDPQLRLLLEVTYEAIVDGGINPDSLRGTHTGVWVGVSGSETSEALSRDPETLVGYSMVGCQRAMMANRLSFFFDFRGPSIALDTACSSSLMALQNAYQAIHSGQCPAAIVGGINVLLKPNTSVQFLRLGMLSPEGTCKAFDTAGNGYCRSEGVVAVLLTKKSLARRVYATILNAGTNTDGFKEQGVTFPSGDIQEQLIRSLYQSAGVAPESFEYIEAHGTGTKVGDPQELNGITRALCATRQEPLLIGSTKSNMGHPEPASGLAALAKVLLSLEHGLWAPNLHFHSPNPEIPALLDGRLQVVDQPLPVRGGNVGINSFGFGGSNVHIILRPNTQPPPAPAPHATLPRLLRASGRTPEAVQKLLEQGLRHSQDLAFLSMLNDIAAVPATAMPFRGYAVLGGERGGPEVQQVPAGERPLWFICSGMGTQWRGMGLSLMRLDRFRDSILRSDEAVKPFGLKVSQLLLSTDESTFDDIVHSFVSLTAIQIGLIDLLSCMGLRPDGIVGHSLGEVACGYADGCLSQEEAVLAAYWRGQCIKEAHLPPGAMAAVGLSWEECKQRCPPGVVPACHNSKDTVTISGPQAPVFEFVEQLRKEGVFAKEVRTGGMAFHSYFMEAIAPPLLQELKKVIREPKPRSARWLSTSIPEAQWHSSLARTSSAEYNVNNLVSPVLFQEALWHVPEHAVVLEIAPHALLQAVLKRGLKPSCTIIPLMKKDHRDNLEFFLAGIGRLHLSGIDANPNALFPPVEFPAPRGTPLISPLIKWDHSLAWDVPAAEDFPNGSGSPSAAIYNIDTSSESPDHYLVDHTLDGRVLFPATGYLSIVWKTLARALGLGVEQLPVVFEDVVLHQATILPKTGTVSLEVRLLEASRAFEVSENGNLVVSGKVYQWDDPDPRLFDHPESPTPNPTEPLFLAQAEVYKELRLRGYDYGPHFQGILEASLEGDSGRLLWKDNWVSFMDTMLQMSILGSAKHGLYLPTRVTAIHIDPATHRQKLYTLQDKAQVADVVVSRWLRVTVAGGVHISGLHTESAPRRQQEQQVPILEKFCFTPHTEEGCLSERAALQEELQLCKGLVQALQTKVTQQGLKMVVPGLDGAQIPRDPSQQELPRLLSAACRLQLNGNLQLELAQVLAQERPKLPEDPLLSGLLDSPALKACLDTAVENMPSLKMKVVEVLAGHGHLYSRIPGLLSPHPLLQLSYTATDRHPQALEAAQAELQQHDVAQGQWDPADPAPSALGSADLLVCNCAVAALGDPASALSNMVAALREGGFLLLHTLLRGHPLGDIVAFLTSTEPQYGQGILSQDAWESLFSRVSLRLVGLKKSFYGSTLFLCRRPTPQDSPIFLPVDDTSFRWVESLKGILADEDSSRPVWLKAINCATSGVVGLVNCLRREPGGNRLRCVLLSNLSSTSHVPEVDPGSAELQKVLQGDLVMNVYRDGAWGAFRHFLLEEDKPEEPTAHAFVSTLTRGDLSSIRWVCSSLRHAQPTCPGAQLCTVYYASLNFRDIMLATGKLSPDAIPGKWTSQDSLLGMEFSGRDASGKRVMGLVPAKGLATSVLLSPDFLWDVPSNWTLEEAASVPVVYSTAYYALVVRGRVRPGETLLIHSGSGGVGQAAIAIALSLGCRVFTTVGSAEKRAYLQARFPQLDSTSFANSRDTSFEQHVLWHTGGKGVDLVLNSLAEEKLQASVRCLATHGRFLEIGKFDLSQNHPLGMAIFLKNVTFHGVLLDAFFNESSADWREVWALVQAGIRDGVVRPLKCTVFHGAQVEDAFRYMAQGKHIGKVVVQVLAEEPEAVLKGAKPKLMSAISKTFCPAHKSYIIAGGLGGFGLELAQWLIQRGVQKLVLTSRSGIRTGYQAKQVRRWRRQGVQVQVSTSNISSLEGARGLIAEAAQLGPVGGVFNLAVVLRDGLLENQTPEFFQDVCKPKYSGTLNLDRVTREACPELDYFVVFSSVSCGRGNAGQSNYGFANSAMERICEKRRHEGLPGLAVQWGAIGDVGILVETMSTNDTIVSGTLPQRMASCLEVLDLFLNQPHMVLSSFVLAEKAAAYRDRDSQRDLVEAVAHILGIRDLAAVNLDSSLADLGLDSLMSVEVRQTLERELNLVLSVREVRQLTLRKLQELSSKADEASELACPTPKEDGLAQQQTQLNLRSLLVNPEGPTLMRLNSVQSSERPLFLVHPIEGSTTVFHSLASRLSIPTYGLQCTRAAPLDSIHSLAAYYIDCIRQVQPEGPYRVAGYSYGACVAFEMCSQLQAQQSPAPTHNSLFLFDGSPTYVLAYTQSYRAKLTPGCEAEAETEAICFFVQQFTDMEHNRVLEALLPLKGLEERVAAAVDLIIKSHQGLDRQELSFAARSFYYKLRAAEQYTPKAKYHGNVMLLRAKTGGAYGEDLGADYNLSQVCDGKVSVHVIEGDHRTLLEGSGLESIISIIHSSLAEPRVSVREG
MLLE-PAM2 inh: blocks PAM2 peptide binding to the PABP1 MLLE domain; P11940; GST-MLLE / FITC-PAM2 fluorescence polarization; inhibition, % at 20 µM; actives 0.36% (n = 360,000); AID 588489; in the data active = inhibition above about 35%, passing the limit was not always enough;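 also: plate controls were DMSO wells with GST-MLLE for no effect and wells lacking GST-MLLE protein for full effect; some results filed as inactive read as strong as hits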
The depositor's hits bear a star; . = no result given.

Second line of a record: CendR NRP1 mod, MsrA act, MT1-MMP act inh, SKN-1 inh, eLon inh, MsrA inhibitor, TbMetRS inhib, FAS-TE inh, MLLE-PAM2 inh
#1 CC(=O)Nc1ccc(S(=O)(=O)NCCN2CCOCC2)cc1
→ -11.6, -2.2, -0.9, -2.0, -6.7, 0.2, -0.1, -6.7, 7.6
#2 C/C(=N\N=C(c1ccccc1)c1ccccc1)c1ccco1
→ 0.8, -4.4, -2.7, 5.8, 0.3, ., -0.5, 18.1, -3.7
#3 CS(=O)(=O)NCCCc1ccccc1
→ -5.6, 0.3, -3.6, -7.9, 2.6, 0.9, -0.6, -1.1, 14.3
#4 COC(=O)c1ccc(C(c2c(N)n(Cc3ccccc3)c(=O)n(C)c2=O)N2CCOCC2)cc1 (stereo not drawn)
→ 6.8, -1.0, 1.6, 0.1, 1.2, 0.2, 0.1, -2.6, 7.6
#5 O=C(CCNS(=O)(=O)c1ccccc1F)OCc1ccccc1Cl
→ -9.6, -1.6, -1.6, -6.4, -9.0, -1.6, 0.4, 3.4, -0.1
#6 CS/C(=C/[N+](=O)[O-])Nc1cccc2c1C(C)CC2(C)C (stereo not drawn)
→ -12.3, -4.1, -0.9, -6.0, -8.3, 22.7*, -0.3, 17.6, 9.2
#7 OCCOCCn1c(-c2ccccc2)nc(=S)c2c1CCCC2
→ -6.1, -7.4, -3.4, 1.5, -7.0, 5.9*, -0.7, 3.5, 30.0
#8 Cc1cccc(NC(=O)CSc2nnc(C)c(=O)n2N)c1C
→ -9.2, -2.6, 4.4, 4.2, -1.9, -1.0, -0.6, -11.6, 0.7
#9 CN(c1ccc(F)cc1)S(=O)(=O)c1ccc(Cl)c(C(=O)NCC(c2ccco2)N2CCCCC2)c1 (stereo not drawn)
→ -8.2, -2.0, -4.8, -3.0, -11.1, -1.7, -0.3, 14.1, 1.8
#10 Cc1ccc(NC(=O)c2ccccc2)cc1
→ 9.7, -1.5, 8.4, 28.5, -11.6, 1.4, 0.7, -5.7, -7.9
#11 C=CCOC(=O)/C=C/C(=O)NC(N)=O
→ 10.3, -13.8, 0.5, -10.1, -1.9, 0.3, -1.3, -0.9, 18.9
#12 COc1ccc(-c2c(C#Cc3ccsc3)c3cc(-c4cccc5[nH]ccc45)ccc3n2C)cc1
→ 5.3, -7.0, -2.9, -11.4, -20.0, 1.5, -0.2, 31.6, 8.1
#13 CC(C)Oc1cccc(NC(=O)C2(C)CCCN(C)C2)c1 (stereo not drawn)
→ -0.8, 1.5, 0.4, 3.0, -1.1, 1.7, -0.2, -2.0, -12.2
#14 CC(C)CCn1c(N2CCC(C(N)=O)CC2)nc2c1c(=O)[nH]c(=O)n2C
→ 2.5, -3.0, 1.8, -11.1, 0.8, -0.4, 0.0, -3.3, 4.8
#15 CC(C)c1nc(-c2ccc([N+](=O)[O-])cc2)cs1
→ -0.1, -3.8, 2.4, 53.2*, 2.7, 1.2, 1.0, 4.0, 11.6

Later entries:
Second line of a record: CendR NRP1 mod, MsrA act, MT1-MMP act inh, SKN-1 inh, eLon inh, MsrA inhibitor, TbMetRS inhib, FAS-TE inh, MLLE-PAM2 inh
#16 Cc1ccc(COC(=O)NCc2cccnc2)cc1
→ 2.0, -3.0, -3.2, 1.4, 1.2, -0.7, -0.5, -0.5, 14.7
#17 COc1ccc(NC(=O)CSc2nc3[nH]c(=O)cc(O)c3s2)c(OC)c1
→ -10.4, -3.0, -3.7, 8.0, -3.0, 0.1, -0.1, -3.4, 3.1
#18 COc1ccc(C(=O)NCCC2=CCCCC2)cc1OC
→ -10.0, -0.7, 0.5, -5.7, -11.1, -1.4, -0.9, -5.2, -4.3
#19 O=C(NCC(c1cccs1)N1CCOCC1)c1ccc(Cl)s1 (stereo not drawn)
→ -4.3, 0.2, -13.2, 7.7, -4.0, 0.2, -0.1, -3.0, 11.2
#20 COc1ccc(S(=O)(=O)N2CCCCCC2)cc1C(=O)Nc1cccc(C)n1
→ 10.7, -8.2, -8.8, -11.4, -25.2, -0.5, -0.5, 13.3, -2.5
#21 COc1ccc(CC(=O)OC(C)CN2CCCCC2)cc1 (stereo not drawn)
→ 19.1, -3.3, -1.2, -4.7, 3.4, 1.5, -0.9, -5.4, 1.2
#22 CSc1ccc(Cl)c(C(=O)OCC(=O)NC2CC2)c1
→ 10.2, -3.8, 3.7, -16.7, -10.7, 2.2, -0.2, -6.3, -9.1
#23 COc1ccc(-c2csc(C(O)(c3ccccc3)C(F)(F)F)n2)cc1 (stereo not drawn)
→ -7.1, -3.5, -0.6, 10.5, -1.2, -0.1, -0.2, 26.5, 4.3
#24 CCC(C(=O)NC1CCCCC1)N(Cc1cccs1)C(=O)c1snc(C(N)=O)c1N (stereo not drawn)
→ -0.3, -5.2, 3.8, 14.4, -10.0, 1.2, -0.5, 0.2, 21.0
#25 CCOC(=O)c1ccc(S(=O)(=O)n2c(CN3CCCCC3)nc3ccccc32)cc1
→ -7.3, -0.3, -7.4, 3.6, -16.4, 0.4, -1.3, 27.1, -11.7
#26 O=C(O)Cc1ccc(C(=O)c2ccc(Cl)cc2)s1
→ -2.6, -3.0, -3.5, 0.3, -0.4, 1.4, 0.2, -6.5, 15.5
#27 Cc1cc(=O)oc2c3c(cc(OCC(=O)NCCN4CCOCC4)c12)OC(C)(C)CC3
→ 3.5, -2.2, -2.4, 8.0, -5.4, 2.1, -0.1, -2.2, 10.5
#28 CCNC(=O)Cc1ccc(S(=O)(=O)N2CCOCC2)s1
→ -13.0, -3.2, -1.3, 3.0, -20.5, 0.3, -0.5, -5.0, -1.3
#29 O=C(CSc1nc2ccccc2c(=O)n1-c1ccc(F)cc1)NC1CCS(=O)(=O)C1 (stereo not drawn)
→ 3.8, -9.2, 0.1, 3.6, -0.2, -1.1, -0.6, -5.2, 10.5
#30 O=C(O)c1ccc(CCCc2ccccc2)cc1
→ 7.7, -2.2, 2.9, 7.1, 0.2, -0.1, -0.2, -8.1, 9.6

Next section:
Second line of a record: CendR NRP1 mod, MsrA act, MT1-MMP act inh, SKN-1 inh, eLon inh, MsrA inhibitor, TbMetRS inhib, FAS-TE inh, MLLE-PAM2 inh
#31 CN(Cc1cc(-c2ccccc2)on1)C(=O)c1cc(COc2c(F)cccc2F)on1
→ -2.9, -3.1, 3.9, 9.4, 0.1, -0.6, 1.0, 33.4, 15.4
#32 COc1cc(CNc2ncnc3c2ncn3[C@H]2CN(Cc3ccc(F)cc3)C[C@@H](CO)O2)cc(OC)c1OC
→ -10.9, -4.7, 5.6, -19.9, -7.6, -1.1, 0.5, -7.1, -9.8
#33 Cc1ccc(C)c(S(=O)(=O)N2CCCOC2CNC(=O)C(=O)NCc2ccc3c(c2)OCO3)c1 (stereo not drawn)
→ 15.7, -2.0, -5.9, 6.2, 9.4, 0.6, -0.4, 14.4, 0.4
#34 CC(=O)NCCC1CCN(c2nc3nonc3nc2N(C)Cc2ccccc2)CC1
→ 15.2, -2.3, -3.9, -0.2, -18.3, 3.3, 0.1, 1.3, -10.5
#35 CC1CCCC(C)N1C(=O)CN1C(=O)NC2(CCOc3ccccc32)C1=O (stereo not drawn)
→ -1.4, -1.1, 1.9, 0.5, 2.4, 1.7, -0.2, -5.7, -4.0
#36 O=Cc1cn(CC(=O)N2CCOCC2)c2ccccc12
→ -8.6, -3.0, -0.2, 1.2, 2.0, -0.1, -0.2, -12.0, 3.9
#37 CC(=O)c1cnc(Nc2ccccc2)s1
→ 10.5, -2.3, 5.6, 26.1, -1.7, 4.5, 0.0, -3.9, -7.8
#38 COc1ccccc1/C=C1\Oc2cc(OC(=O)N3CCOCC3)ccc2C1=O
→ -4.3, -4.6, -2.8, -4.0, -7.0, 1.2, -0.7, -3.3, -16.9
#39 O=C(O)c1ccccc1C(=O)Nc1cc(-c2ccccc2)[nH]n1
→ -2.9, -0.5, 1.4, 7.9, 3.7, 0.4, -0.4, -3.1, 3.0
#40 N#Cc1nc(Cc2cccc3ccccc23)oc1NCCCn1ccnc1
→ -10.0, -0.8, 0.2, -3.2, -7.4, -0.6, -0.2, -7.8, -9.4
#41 CCOC(=O)N1CCC(NC(=O)C2=CCN(S(=O)(=O)c3ccc(OC)cc3)CC2)CC1
→ -10.3, -1.5, -1.0, 0.1, -4.5, 2.0, 0.3, -4.6, 12.0
#42 Cc1cc(NC(=O)COc2ccc(Cl)cc2Cl)n(CCC#N)n1
→ -2.5, -1.4, 1.8, 7.4, -3.0, -0.8, 3.3, -4.4, -6.1
#43 OC(Cc1cccc(Br)c1)c1ncc(-c2ccccc2C(F)(F)F)[nH]1 (stereo not drawn)
→ -2.9, 0.8, -3.2, 6.3, -10.1, -1.3, 1.8, 12.5, 1.8
#44 COc1ccc(CCN2CN(S(=O)(=O)c3ccccc3)c3nc4ccccc4nc32)cc1
→ -5.4, -2.4, -8.4, 10.2, 8.4, 1.8, -0.5, -0.6, -12.3
#45 CCN1C(=O)C(=O)N(CC(=O)NC(C)CCc2ccccc2)C1=O (stereo not drawn)
→ -16.2, -2.4, 0.6, -1.2, -0.8, 0.4, -0.2, -6.6, -11.8

(cont.)
Second line of a record: CendR NRP1 mod, MsrA act, MT1-MMP act inh, SKN-1 inh, eLon inh, MsrA inhibitor, TbMetRS inhib, FAS-TE inh, MLLE-PAM2 inh
#46 COc1ccc(S(=O)(=O)N(C)CC(=O)Nc2c(F)cccc2F)cc1
→ 20.3, -0.7, -1.2, 21.5, 2.6, 0.5, -0.7, -7.6, 2.6
#47 Cc1cc(=O)n(CCC(=O)O)c2ccccc12
→ 8.2, 5.2, 2.3, 20.4, -8.9, 0.8, -0.5, -8.3, -5.7
#48 COc1ccc(CNC(=O)c2ccc(N3CCC4(CC3)CC(c3ccc(Cl)cc3)=NO4)c(NC(=O)c3ccccc3)c2)cc1
→ 9.9, -3.0, 1.3, 23.4, -8.4, 0.3, -0.3, 23.8, -19.4
#49 Cc1noc(C)c1S(=O)(=O)N1CCC(C(=O)N2CCN(c3ccc(Cl)cc3)CC2)CC1
→ 11.2, -11.9, -0.5, 2.5, -0.5, -0.9, -0.9, -5.3, -5.6
#50 O=C(c1ccccc1)c1ccc(Cn2cc(-c3ccccc3)nn2)cc1
→ -1.9, 3.3, 13.2, 5.2, -3.2, -1.0, 0.3, 16.4, 3.0
#51 CCOC(=O)[C@]12CCCC=C1N(Cc1ccco1)C(=O)[C@H](CC(=O)NCc1ccc(OC)c(OC)c1)C2
→ 5.0, -1.4, -1.1, -9.9, -1.7, -1.0, -0.6, -12.0, .
#52 O=c1oc2ccc(NS(=O)(=O)c3cccc4cccnc34)cc2s1
→ 2.6, 6.0, 2.4, 11.1, 8.3, 0.5, -0.4, 17.9, 6.2
#53 COc1ccc([N+](=O)[O-])cc1NC(=O)C(C)OC(=O)C1CC(=O)N(Cc2ccco2)C1 (stereo not drawn)
→ 11.9, -2.0, -3.5, 7.9, 7.1, 2.5, -0.4, 18.6, 6.5
#54 O=C(CCSc1ccc(Cl)cc1)N1CCN(S(=O)(=O)c2ccccc2)CC1
→ 5.8, -0.4, -4.5, 7.2, -1.3, 0.0, -0.2, 24.7, 33.6
